From PubChem
NPC1 prom act: NPC1 promoter activation; Huh7 NPC1 promoter luciferase reporter, 24 h; Potency, µM (highest dose often 9.22 µM), inactives show at the highest dose activation, usual class: activators; 320,000 tested, 2.4% active; AID 485313;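 further: potency means the concentration at half of the fitted maximal effect; % of control where 0% means no effect; nearly all actives have a fitted effect of over 60% in size; reporter is driven by a mutant NPC1 promoter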
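Quantitative HTS used a cell-based reporter: Huh7 cells stably bearing the NPC1 promoter upstream of luciferase were treated with compounds for 24 h, and promoter activation was read as luminescence.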
ELG1 genotoxic: inducers of genotoxicity in HEK293T ELG1-luciferase cells. HEK293T ELG1-luciferase reporter, luminescence, 16 h. Potency, µM (doses to about 46 µM), without a hit: at the top dose activity change, positive = activation, usual class: activators. 330,000 tested, 1.3% active. AID 504466; further: potency means the concentration at half of the fitted maximal effect; % of control where 0% means no effect; nearly all actives have a fitted effect of over 60% in size
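Screening used a luciferase reporter fused to human ELG1 in HEK293T cells. Luminescence was read on a CCD plate imager after 16 hr exposure and 30 min ONE-Glo incubation.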
Gal4-VP16 FLuc: Gal4-VP16 reporter inhibition counter-screen; Drosophila S2 Gal4-VP16 UAS-luciferase, luminescence, 20 h; 310,000 tested, 3.5% active; Potency, µM (series often up to 53.6 µM), for inactives: at the highest dose activity, negative = inhibition, usual class: inhibitors;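 further: Gal4-VP16 expression switched on by copper sulfate through the metallothionein promoter; potency means the concentration at half of the fitted maximal effect; on the % scale 0 is the no-effect control and ±100 the full control effect; nearly all actives have a fitted effect of over 50% in size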
KCNH2 3.1 inh: blocks the human KCNH2 3.1 channel isoform | U2OS KCNH2 3.1, thallium flux FluxOr; active compounds read low | activity change, % (tested at about 1.8 µM) | 340,000 tested, 0.95% active | AID 720553;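 active means maximum activity change below -70%; inconclusive means maximum activity change from -70% to -50%; inactive means maximum activity change above -50%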;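 further: thallium influx rate constant from kinetic fluorescence after stimulation buffer; on the % scale 0 is the no-effect control and ±100 the full control effect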
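Virally transduced U2OS (3.1 isoform, 4 h infection in dark at RT) → overnight 37 C → FluxOr + Red40 in HBSS/HEPES, 45 min → stimulation buffer, 2 min kinetic read → rate constant vs DMSO controls.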
Giardia killer: kills Giardia lamblia; Giardia lamblia trophozoite viability; activity change, % at 7.66 µM, hits read low; 340,000 tested, 0.15% active; AID 540267; in the data active means activity change below about -80%; inconclusive means between about -30% and that limit;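 further: parasites exposed to compound for two days anaerobically before the ATP read; on the % scale 0 is the no-effect control and ±100 the full control effect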
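Media and compound were dispensed first, then trophozoites at 100 cells/well; plates sat 48 hrs at 37 deg C without oxygen before ATP luminescence reagent was added and read after 15-30 min at room temperature.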
Coupling enz: inhibits coupling enzyme system, counter-screen for aldolase hits. coupling enzyme system counterscreen, AmpLite Red fluorescence. activity change, negative = inhibition, % at 58.2 µM, hits read low. 290,000 tested, 0.67% active. AID 2472; in the data active means activity change below about -30%; further: on the % scale 0 is the no-effect control and ±100 the full control effect
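Counterscreen lacking aldolase: glyceraldehyde-3-phosphate coupling-enzyme reagent preincubated 10 min at RT with compound (at 57.5 uM final), then substrate/coupling system with AmpLite Red added; fluorescence read at 525/598 nm after 20 min RT.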
uPA generation: inhibitors of cell surface uPA generation. cell surface uPA generation assay, qHTS. Potency, µM (titrated, usually from 38.3 µM), for inactives: at the top dose activity change, negative = inhibition, actives largely listed as inhibitors. 330,000 tested, 0.31% active; active means well fitted inhibition curve with a large enough effect; inconclusive means small, poorly fitted or top-dose-only effect; inactive means no such curve, though single readings can be large or run the other way; tested in mouse RAW 264.7 cells; further: potency means the concentration at half of the fitted maximal effect; on the % scale 0 is the no-effect control and ±100 the full control effect; nearly all actives have a fitted effect of over 55% in size
Tb PFK block: T. brucei PFK enzyme inhibition; O15648; T. brucei PFK, ADP-Glo luminescence; Potency, µM (series often up to 57.5 µM), inactives show at the highest dose activity, negative = inhibition, actives largely listed as inhibitors; 330,000 tested, 0.17% active; AID 485367;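 further: potency means the concentration at half of the fitted maximal effect; 0% = uninhibited 1x PFK enzyme wells and -100% = no-enzyme wells; nearly all actives have a fitted effect of over 60% in size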
Target sequence (O15648 whole entry, looked up): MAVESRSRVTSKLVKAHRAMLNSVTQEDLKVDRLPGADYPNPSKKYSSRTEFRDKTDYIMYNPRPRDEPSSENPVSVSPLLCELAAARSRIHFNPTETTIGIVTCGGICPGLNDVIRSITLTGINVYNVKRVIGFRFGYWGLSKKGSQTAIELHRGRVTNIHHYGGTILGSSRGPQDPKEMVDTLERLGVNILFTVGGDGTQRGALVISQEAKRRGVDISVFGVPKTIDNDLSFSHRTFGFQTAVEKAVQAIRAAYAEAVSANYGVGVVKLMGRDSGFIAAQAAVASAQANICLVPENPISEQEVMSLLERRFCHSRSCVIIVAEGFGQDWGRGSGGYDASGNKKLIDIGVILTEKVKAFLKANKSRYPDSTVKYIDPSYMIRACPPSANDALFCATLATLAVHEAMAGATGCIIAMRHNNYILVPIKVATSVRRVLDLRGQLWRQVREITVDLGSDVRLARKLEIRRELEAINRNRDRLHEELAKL
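In TEA buffer at pH 8.0 with 5 mM MgCl2, enzyme (1.25 nM) converted F6P (0.5 mM) and ATP (0.1 mM) for 45 min at room temperature. ADP product was read by luciferase luminescence.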
RORgamma inh: inhibitors of mouse ROR gamma transcriptional activity; P51450; AID 2551; 310,000 tested, 5.4% active; Drosophila S2 Gal4-RORgamma UAS-luciferase reporter, 20 h; Potency, µM (series often up to 53.6 µM), for the others: at the top dose activity change, negative = inhibition, hits mostly inhibitors; further: potency means the concentration at half of the fitted maximal effect; on the % scale 0 is the no-effect control and ±100 the full control effect; nearly all actives have a fitted effect of over 60% in size
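A Gal4/UAS one-hybrid system in insect cells: metallothionein-promoter Gal4–ROR gamma fusion plus Photinus luciferase reporter. Copper sulfate 700 uM final, 20 hr ambient incubation, luminescent detection after 10 min with reagent.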
FLuc modulator: inhibits or activates purified firefly luciferase, miR-21 counter-screen; P08659; purified FLuc, Km substrates, luminescence inhibition; Potency, µM (highest dose often 57.5 µM), inactives show at the highest dose activity change, negative = inhibition, hits mostly inhibitors; 360,000 tested, 6.9% active; AID 588342;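 further: potency means the concentration at half of the fitted maximal effect; plate controls were vehicle for no effect and reference inhibitor for full effect; nearly all actives have a fitted effect of over 55% in size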
Target sequence (P08659 whole entry, looked up): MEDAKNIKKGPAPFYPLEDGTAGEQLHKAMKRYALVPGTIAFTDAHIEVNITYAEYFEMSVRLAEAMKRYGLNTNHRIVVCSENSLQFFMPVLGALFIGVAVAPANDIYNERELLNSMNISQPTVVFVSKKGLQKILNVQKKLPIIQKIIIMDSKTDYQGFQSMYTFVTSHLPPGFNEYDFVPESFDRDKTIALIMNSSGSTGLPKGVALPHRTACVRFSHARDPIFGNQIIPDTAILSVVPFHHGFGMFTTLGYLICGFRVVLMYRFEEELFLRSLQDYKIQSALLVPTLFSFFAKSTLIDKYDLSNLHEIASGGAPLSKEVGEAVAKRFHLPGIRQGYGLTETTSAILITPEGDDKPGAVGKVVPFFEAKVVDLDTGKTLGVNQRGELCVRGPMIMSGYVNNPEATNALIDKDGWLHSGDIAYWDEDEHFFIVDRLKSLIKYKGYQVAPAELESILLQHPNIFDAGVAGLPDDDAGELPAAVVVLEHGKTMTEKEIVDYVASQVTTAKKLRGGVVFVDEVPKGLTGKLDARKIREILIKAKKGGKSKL
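Purified P. pyralis luciferase (10nM final) with 10uM D-luciferin and 10uM ATP (Km levels) in 50mM Tris acetate pH 7.5, 10mM Mg acetate, 0.01% Tween-20, 0.05% BSA; qHTS 6-point titration, ~60 µM downward; luminescence read.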
Rab9 prom act: activators of Rab9 promoter. 320,000 tested, 2.8% active. Potency, µM (highest dose often 9.22 µM), without a hit: top-dose activation, negative = inhibition, usual class: activators. AID 485297. Huh7 Rab9 promoter-luciferase reporter, luminescence, 24 h; further: potency means the concentration at half of the fitted maximal effect; % of control where 0% means no effect; nearly all actives have a fitted effect of over 60% in size
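Promoter activation is measured as luciferase luminescence in Huh7 cells stably transfected with a Rab9 promoter–luciferase construct, following 24 h compound exposure at 37 °C and 10 min reagent incubation at ambient temperature.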
* hit, by the source's call; ? = inconclusive; . = not tested or not shown; & = joins results of further samples; [ ] = remark or other dose. Unless noted, the call rests on the fitted dose curve; in most records, active means well fitted curve in the direction sought with a large enough effect; inconclusive means small, poorly fitted or top-dose-only effect, or another doubt; inactive means no such curve, though single readings can be large; an effect the other way counts as inactive or inconclusive.

SMILES	NPC1 prom act	ELG1 genotoxic	Gal4-VP16 FLuc	KCNH2 3.1 inh	Giardia killer	Coupling enz	uPA generation	Tb PFK block	RORgamma inh	FLuc modulator	Rab9 prom act
Cc1ccc(CS(=O)Cc2ccc(C(=O)NCc3ccccc3Br)o2)cc1 (stereo unspecified)	-6.8%	-3.0%	-0.5%	-3.6	10.6	2.4	-9.9%	-2.4%	22.5%	?	3.0%
CCCCCCN1CC(=O)N2[C@@H](Cc3c([nH]c4ccccc34)C2(C)C)C1=O	-6.4%	-3.2%	-11.3%	10.2	9.3	2.4	-19.9%	0.2%	30.4%	1.6%	-0.8%
O=C(NC(=S)Nc1ccc2[nH]c(=O)[nH]c2c1)c1cccc(F)c1	15.6%	?	-12.3%	0.2	-1.7	-2.0	9.4%	0.7%	22.8%	0.0%	22.8%
C=CCn1c(COc2ccccc2F)nnc1SCC(=O)N1CC(=O)Nc2ccccc21	-1.9%	-4.2%	-11.7%	2.1	23.8	1.1	4.7%	-3.2%	-20.5%	1.6%	-2.7%
CCN1CCN(c2nc3c(c(=O)n(C)c(=O)n3C)n2CCSc2ncccn2)CC1	-0.1%	1.3%	5.6%	0.4	4.9	0.2	.	-2.6%	-32.6%	-2.5%	-4.4%
CCCc1cc(-n2ccnc2)n2c(nc3ccccc32)c1C#N	-2.9%	-0.2%	5.1%	5.3	-27.6	0.2	-14.4%	-0.9%	-3.2%	-10.1%	3.4%
CCCCCN(C(=O)CCC(=O)OCC(=O)Nc1ccc(C)cc1F)c1c(N)n(CCCC)c(=O)[nH]c1=O	-3.9%	-3.8%	-9.8%	0.4	-3.2	.	-5.3%	-4.4%	28.3%	?	-1.3%[1.84 µM]
COc1ccc(CCNC(=O)C(=O)Nc2ccc3c(c2)OCCO3)cc1OC	-3.1%	?	3.7%	-11.0	14.3	-1.1	-10.0%	-4.0%	9.6%	-0.5%	1.0%
COc1ccc(N(C(=O)CSCC(=O)Nc2cc(C)on2)C(C(=O)NC2CCCCC2)c2ccc(O)c(O)c2)cc1 (stereo unspecified)	-2.7%	-0.9%	2.7%	21.1	0.1	0.8	1.1%	-6.0%	-35.9%	-0.7%	1.1%
CCOC(=O)C1=CN(Cc2ccco2)S(=O)(=O)N(C)C1c1ccccc1 (stereo unspecified)	.	-0.3%	.	-3.0	26.5	.	?	-1.5%	.	.	.
CC(C)CC(C(=O)NC(C)(C)C)N(CC1CCCO1)C(=O)c1snc(C(N)=O)c1N (stereo unspecified)	-5.1%	4.7%	-9.9%	0.6	19.3	3.9	1.1%	1.9%	24.2%	-0.2%	10.9%
Cc1ccc(S(=O)(=O)Nc2ccc(Cl)cc2C(=O)c2ccc(F)cc2)cc1	-0.7%	-11.9%	?	-1.5	-14.1	2.0	4.9%	-1.6%	?	-1.2%	-1.1%
C=CCn1c(SCc2ccc(F)cc2)nc2c1c(=O)[nH]c(=O)n2C	0.3%	0.4%	-0.4%	-1.6	-8.7	-0.7	?	-3.0%	37.3%	0.3%	-8.5%
CCN(CC)CCNC(=O)c1ccc(NC(=O)CC(NC(=O)c2ccccc2Cl)c2ccccc2)cc1 (stereo unspecified)	0.1%	?	-10.5%	-1.8	0.7	.	-4.2%	0.0%	2.2%	6.5%	-2.6%
O=C(Nc1ccc(N2CCCCC2)cc1)c1cccnc1	?	9.2µM*	-0.9%	4.4	-16.8	-3.6	-9.1%	5.0%	39.2%	21.3µM*	?
COc1cc(/C=C(\C#N)c2nc3ccc(C)cc3[nH]2)cc([N+](=O)[O-])c1O	15.3%	?	-13.9%	-6.7	5.8	-8.0	3.0%	11.7%	41.2%	3.79µM*	?
CCc1ccccc1NC(=O)C1CCN(c2cnccn2)CC1	-5.5%	-10.9%	3.7%	13.1	-5.5	-1.1	-1.8%	4.9%	-4.2%	1.4%&-5.9%	-2.4%
CSc1ccc(/C=C/C(=O)OCC(=O)NC2CC2)cc1	-1.8%	1.8%	.	3.3	-25.6	.	0.8%	-0.2%	.	-20.4%	-4.4%
CC(CNC(=O)CCS(=O)(=O)c1cc2c(cc1Cl)NC(=O)CO2)c1ccccc1 (stereo unspecified)	-6.8%	.	?	15.0	-13.7	3.6	6.4%	-10.6%	-29.2%	2.1%&4.4%	3.7%
N=C(N)SCc1ccccn1	8.6%	2.5%	-24.0%	.	2.1	-80.2*	-12.3%	-1.3%	-32.3%	-2.5%	-3.6%
Cc1cc(C(=O)NC2CCCCC2)on1	-0.6%	3.3%	-15.7%	-3.3	-2.0	-0.2	13.2%	-0.8%	11.8%	-3.7%	-1.5%
O=C1C2CCCN2C(c2cccs2)N1c1ccc(F)cc1 (stereo unspecified)	0.8%	-3.4%	3.0%	1.6	3.1	2.6	-2.0%	-8.7%	7.4%	-2.0%	-3.5%
Cc1ccc(NC(=O)C2CCCN(S(=O)(=O)c3c(C)noc3C)C2)c(Br)c1 (stereo unspecified)	-4.2%	-7.5%	-11.3%	2.6	0.9	.	-5.3%	1.8%	22.0%	4.0%	7.8%
Cn1c2ccc(F)cc2c2ncn(Cc3ccco3)c(=O)c21	-0.2%	4.1%	-6.4%	2.6	-1.7	-15.4	.	-7.2%	?	-0.6%	-6.7%
Cc1cccc(Nc2nnc(SC(C)C(=O)NC3CC3)s2)c1 (stereo unspecified)	-0.2%	-1.3%	.	4.2	-1.7	.	4.7%	-2.1%	.	-18.6%	0.3%
O=C(NCCCCCCNC(=O)c1ccncc1)c1ccncc1	-7.1%	2.1%	-14.8%	4.2	5.8	0.2	15.3%	1.2%	-1.0%	2.2%	8.3%
Cc1cccc(CN2CCN(CC(C)C)C(CCO)C2)n1 (stereo unspecified)	-4.4%	1.2%	3.6%	6.5	-8.2	0.8	-0.6%	2.5%	-4.1%	-3.4%	-0.6%
COc1ccc(/C(O)=C2\C(=O)C(=O)N(CCN(C)C)C2c2cccc(OC)c2OC)cc1Cl (stereo unspecified)	4.3%	4.0%	1.8%	-29.5	1.9	8.4	0.2%	1.3%	-11.2%	3.4%	2.5%
O=S(=O)(c1ccccc1)N1CCCc2ccccc21	-6.6%	-7.2%	5.4%	.	.	-8.4	.	1.4%	1.4%	-3.5%	-4.2%
Cc1cc(=O)oc2cc(O[C@@H]3O[C@H](CO)[C@H](O)[C@H](O)[C@H]3O)ccc12	-2.1%	-1.9%	4.3%	15.4	1.1	1.6	-2.1%	13.9%	3.2%	-1.7%	21.5%
O=C(NCc1cccnc1)c1ccc(COc2ccc(Cl)cc2)cc1	-9.4%	8.1%	?	12.6	6.3	-1.3	?	-21.8%	?	?	-16.8%
CCOc1ccc(NC(=O)CN(C)C(=O)c2cc(S(=O)(=O)N3CCCCC3)ccc2C)cc1OCC	-2.5%	0.9%	.	-10.5	-16.5	.	-2.1%	0.1%	.	-1.3%	0.4%
Cc1ccc2c(c1)N(C(=O)CCC(=O)Nc1ccccc1Br)CC(C)O2 (stereo unspecified)	-4.4%	-0.7%	-2.6%	-24.5	28.3	-0.8	5.7%	-3.9%	-2.3%	3.0%	2.6%
CNC(=O)CCCc1nc(-c2ccccc2Cl)no1	0.6%	5.4%	2.9%	1.9	14.6	1.7	.	-6.2%	-15.8%	4.7%	1.7%
CCCCn1c(N)c(N(CC(C)C)C(=O)c2ccc(-c3ccc(C(C)=O)cc3)o2)c(=O)[nH]c1=O	-0.2%	?	.	11.2	-6.1	.	2.6%	0.4%	.	-2.9%	11.0%
O=C(CN(CC1CCCO1)C(=O)c1nsc(Cl)c1Cl)NC1CCCC1 (stereo unspecified)	1.6%	-0.1%	-2.3%	24.4	-6.1	-0.4	-22.6%	5.4%	0.4%	-0.8%	-9.3%
CCOc1cc(NC(=S)NCCCN2CCOCC2)c(OCC)cc1NC(=O)c1cccc(F)c1	-1.5%	?	-3.2%	-4.5	-11.1	-10.4	2.6%	-2.1%	-3.5%	0.0%	-9.8%
Cc1cc(C)c(C#N)c(SCSCc2ccccc2)n1	5.1%	6.0%	-3.2%	-21.0	-23.4	-9.3	5.8%	-4.2%	14.5%	-5.5%	7.7%
O=C(Cn1c(CCCO)nc2ccccc21)Nc1ccccc1-c1ccccc1	1.9%	4.2%	1.7%	-0.7	-9.5	1.9	5.8%	-2.7%	10.3%	0.7%	0.6%
COc1ccc(S(=O)(=O)Nc2cc(C(=O)NCCCN3CCOCC3)ccc2N2CCOCC2)cc1	-3.9%	-10.8%	-2.2%	-20.0	0.5	0.9	6.2%	-4.3%	4.6%	1.8%	-1.0%
Cc1ccc(S(=O)(=O)/N=C2\CN(C)C(=O)N2C)cc1	0.7%	1.0%	-1.5%	-1.6	18.1	1.5	-7.1%	1.2%	-4.5%	-1.6%	-4.8%
